Screening results: PubChem BioAssay, National Center for Advancing Translational Sciences (NCATS)
MCF10A rereplic: DNA re-replication induction in MCF 10a cells; MCF 10A DNA re-replication, Hoechst nuclear intensity, 48 h; Potency, µM (doses to about 46.1 µM), without a hit: at the highest dose activity, positive = re-replication, hits mostly activators; 350,000 compounds, 2.9% hits; AID 624296; also: potency is read from the fitted curve at half-maximal effect; % of control where 0% means no effect; nearly all actives have a fitted effect of over 50% in size
Nrf2 block: blocks Nrf2 signaling | Potency, µM (highest dose often 46 µM), without a hit: top-dose activity change, negative = inhibition, hits mostly inhibitors | A549 ARE-Fluc reporter, luciferase luminescence, 18-24 h | 360,000 compounds, 2.1% hits; also: potency is read from the fitted curve at half-maximal effect; % is scaled to controls: 0 for no effect and ±100 for the full control effect; nearly all actives have a fitted effect of over 60% in size
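Two sequential reads on A549 ARE_Fluc cells exposed to compound for 18-24 h: a CellTiter-Fluor fluorescence read for viability, then a luciferase luminescence read for Nrf2/ARE activity.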
S2 tox: cell viability loss in ATXN counter-screen; S2 cells (HEK-293 line with an ATXN2-luciferase reporter) viability, CellTiter-Fluor protease fluorescence, 24 h; Potency, µM (doses to about 56.7 µM), most hits filed as cytotoxic; 400,000 compounds, 0.49% hits; also: potency is read from the fitted curve at half-maximal effect; nearly all actives have a fitted effect of over 40% in size
A549 viability: A549 cytotoxicity, counter-screen for Nrf2 inhibitors | 390,000 compounds, 0.16% hits | A549 ARE-Fluc cells, CellTiter-Fluor viability, 18-24 h | Potency, µM (top dose mostly 46 µM), inactives show at the top dose activity change, negative = cytotoxicity, hits mostly inhibitors; also: potency is read from the fitted curve at half-maximal effect; % is scaled to controls: 0 for no effect and ±100 for the full control effect
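A549 ARE_Fluc cells in 5% FBS OPTI-MEM were exposed to compounds in concentration-response for 18-24 h at 37 deg C. Viability was read by CellTiter-Fluor fluorescence (Ex 405/Em 525) after 30 min, before the luciferase read.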
TGFb inhibitor: TGF-b pathway inhibition. HepG2 CAGA-GFP TGF-b/SMAD3 reporter, GFP fluorescence, 18 h; TGF-beta stimulated, 500 pg/mL final. Potency, µM (titrated, usually from 46.1 µM), for the others: at the top dose activity, negative = inhibition, most hits filed as inhibitors. 410,000 compounds, 1.2% hits. AID 588855; also: potency is read from the fitted curve at half-maximal effect; % is scaled to controls: 0 for no effect and ±100 for the full control effect; nearly all actives have a fitted effect of over 65% in size
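Per well, imaged GFP fluorescence of HEPG2 CAGA-GFP cells gives the signal; cells get compound, then TGF-beta (500 pg/mL final), 18 h at 37 degrees C; %Activity versus -TGF-beta and +DMSO controls.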
Nrf2 ARE act: Nrf2 pathway activation | AREc32 ARE-luciferase reporter (MCF7-derived line), luminescence, 24 h | Potency, µM (top dose mostly 46.1 µM), inactives show top-dose activation, hits mostly activators | 410,000 compounds, 0.31% hits; also: potency is read from the fitted curve at half-maximal effect; % of control where 0% means no effect; nearly all actives have a fitted effect of over 65% in size
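Luciferase luminescence (Steady-Glo, 30 min at room temperature) served as the read-out of ARE activation in AREc32 cells treated with compounds for 24 hr at 37 deg C.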
HepG2 viability: counter-screen for TGF-b inhibitors: cytotoxicity in HepG2 cells. HepG2 CAGA-GFP viability, ATP luminescence, 18 h. 410,000 compounds, 0.76% hits. Potency, µM (titrated, usually from 46.1 µM), for inactives: top-dose activity change, negative = cytotoxicity, actives largely listed as cytotoxic; also: potency is read from the fitted curve at half-maximal effect; some results filed as inactive show a strong effect at the top dose
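CellTiter-Glo luminescence gave cytotoxicity after 18 hours at 37 degrees C. The cells were HepG2 CAGA-GFP in 1% FBS DMEM, stimulated with 500 pg/mL TGF-beta after compound addition. %Activity was normalised to no-cell wells (complete cell-killing) and DMSO (no toxicity), and curves were fitted and classified.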
ATXN2 expr inh: inhibitors of ATXN2 expression; 360,000 compounds, 0.72% hits; AID 1745845; HEK-293 ATXN2-luciferase reporter, luminescence, 24 h; Potency, µM (series often up to 57 µM), without a hit: at the highest dose activity change, negative = inhibition, hits mostly inhibitors; also: potency is read from the fitted curve at half-maximal effect; % is scaled to controls: 0 for no effect and ±100 for the full control effect; nearly all actives have a fitted effect of over 55% in size
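qHTS (up to 57 uM final) was run with 24 h compound exposure of reporter cells at 37 °C. Each well was multiplexed: SteadyGlo luminescence measured ATXN2-luciferase expression after a fluorogenic Gly-Phe-AFC viability readout (25 uM final).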
IL1B secr inh: blocks inflammasome-driven IL-1 beta release. activity change, % at 57.5 µM. AID 743279. 360,000 compounds, 4.7% hits. THP-1 LPS/ATP IL-1B secretion, AlphaLISA, 16 h; active compounds read low; in the data active = activity change below about -50%; inconclusive = mostly about -30% to -49%; also: % is scaled to controls: 0 for no effect and ±100 for the full control effect
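Secreted IL-1B measured by AlphaLISA bead assay after 16 h compound exposure of THP-1 cells; compounds (final up to 57.5 uM) added 1 h before LPS (250 ng/mL) and ATP (1.25 mM) stimulation; lower signal means less secretion.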
* marks the source's active call; other numbers are inactive results; i = inactive; ? = inconclusive; nt = not tested or not shown; & = joins results of further samples; [ ] = dose if it differs, or a comment. Unless noted, calls follow the shape of the dose curve; as a rule, active = well fitted curve in the direction sought with a large enough effect; inconclusive = small, poorly fitted or top-dose-only effect, or another doubt; inactive = no such curve, though single readings can be large; an effect the other way counts as inactive or inconclusive.

SMILES | MCF10A rereplic | Nrf2 block | S2 tox | A549 viability | TGFb inhibitor | Nrf2 ARE act | HepG2 viability | ATXN2 expr inh | IL1B secr inh
COc1ccccc1Nc1nnc(Cc2ccccc2)c(=O)[nH]1 | -8% | 3% | i | 3% | 1% | 0.2%[9.22 µM] | 2% | -8% | -2
COc1ccc(-n2ncc(C(=O)NCCCN3CCCCC3)c2C2CCN(C(=O)OC(C)(C)C)CC2)cc1 | nt | 22% | nt | 10% | -15% | 5.8% | -22% | nt | nt
O=C(CCc1ccccc1)NC(c1cccs1)c1cc(Cl)c2cccnc2c1O (stereo not given) | ? | 16µM* | nt | ? | ? | -0.6% | -1% | 13µM* | 109
CC(=O)Nc1ccc(S(=O)(=O)NCC(=O)OCC(=O)NC(=O)c2cccn2C)cc1 | ? | 6% | i | -8% | -11% | -0.4% | 8% | 15% | 20
COc1ccc(NC(=O)CSCC(=O)Nc2nnc(C3CC3)s2)cc1 | 6% | 12% | i | 0% | ? | 0.2% | 0% | 0% | 0
COC(=O)C(=Nc1ccccc1)/C(C(=O)C(=O)N(C)c1ccccc1)=C(\O)c1ccc(Cl)cc1 | -11% | 4% | i | -1% | 12% | 4.7% | 2% | -21% | -10
CCC(=O)NCc1nc2ccccc2n1Cc1ccccc1 | nt | -27% | i | 0% | 7% | 0.6% | 5% | 14% | nt
CN1CC2(Cc3c1ccc1ccccc31)C(=O)OC(C)(C)OC2=O | 25% | ? | ? | ? | 0%&0% | 6.2% | -26%&0% | ? | 0
CCCN(CC(=O)Nc1ccccc1C)C(=O)c1ccc2ccccc2n1 | -1% | 16% | ? | -5% | -9% | 2.8% | 0% | -6% | 14
Cc1ccc(N=Nc2c(O)n(CN3CCOCC3)c3ccccc23)cc1 | 2% | ? | i | -6% | 50%[activator] | 15% | -6% | 95%[activator] | -16
CCN(CC)c1nn2c(=O)c(C(=O)NCCc3ccc(C)cc3)cnc2s1 | nt | -18% | nt | 1% | 0% | 0.6% | -18% | nt | nt
O=C(CSC1=NCCS1)N1CCCCCC1 | -3% | 8% | i | -12% | -34% | 3.8% | -15% | 36%[activator] | -12
O=C(Nc1ccccc1)N1CCCC1c1cccs1 (stereo not given) | -2% | -15% | i | 0% | 1% | -0.1% | 13% | nt | 7
CC(=O)c1ccc(Oc2ccc(C(=O)c3ccc(C)c(C)c3)cc2[N+](=O)[O-])cc1 | 28% | -17% | i | 9% | 7% | -0.4% | 6% | 67%[activator] | -5
COc1ccc(/C=N/Nc2nc(-c3cccc(S(=O)(=O)N4CCCC4)c3)cs2)cc1OC | 13% | ? | ? | -1% | -5% | 2.7% | 1% | -19% | -14
Cc1cc(NCc2ccccc2)nc(-c2ccccc2O)n1 | ? | 21% | i | -1% | ? | 2.6% | -30% | 25% | -6
Cc1ccc(CN2CCN(/N=C/C=C/c3ccccc3[N+](=O)[O-])CC2)cc1 | ? | -6% | i | 0% | ? | 20% | -33% | -17% | -89*
CCOC(=O)C1(CCOc2ccccc2)CCN(Cc2cc(OC)cc(OC)c2)CC1 | ? | ? | i | -21% | ? | 0.4% | -38% | -16% | -90*
CC12CC(O)C3c4ccc(O)cc4CCC3C1CC/C2=N\O (stereo not given) | 12% | ? | i | -1% | 0% | 0.3% | -6% | -5% | 39
O=C(C1=COCCO1)N(Cc1nnc(-c2ccccc2Cl)o1)C1CC1 | -1% | -4% | i | 0% | -10% | 0.3% | -11% | nt | -8
CC(=O)N1CCN(Cc2nc3cc(NC(=O)Nc4ccccc4)ccc3n2C)CC1 | 12% | 12% | i | 0% | 13% | -0.1% | -11% | 9% | 26
O=C(CSc1ncn[nH]1)NCc1ccccc1 | -3% | 4% | i | -7% | -6% | -0.9% | -1% | 7% | 23
O=C(NCC1CCCCC1)NCC1CCCCC1 | -2% | 7% | i | 2% | 23% | 0.3% | -4% | 36%[activator] | 5
C=CCSc1nnc2c(n1)OC(c1cccnc1)N(C(C)=O)c1ccccc1-2 (stereo not given) | 0% | 23% | i | -3% | -11% | 0.3% | -3% | -4% | 4
Cc1ccc(S(=O)(=O)Nc2ccc(N=Nc3ccc(O)cc3)cc2)cc1 | -4% | -11% | i | -19% | ? | 5.1% | 7% | nt | 0
O=C(O)c1ccccc1-c1csc(-c2ccccc2)n1 | 1% | ? | i | -9% | 9% | 4.1% | -10% | 30%[activator] | 23
COc1ccc(-c2ccc(CCC(=O)O)n2-c2ccccc2OC)cc1 | 15µM* | 0% | i | -6% | ? | 12% | 4% | nt | 82
CCOC(=O)CSC1=Nc2ccccc2C2=NC(CC(=O)NCc3ccc(OC)cc3)C(=O)N12 (stereo not given) | 0% | -13% | i | -17% | -11% | -0.6% | -24% | -22% | 9
CCC(C(=O)NCc1cccnc1)n1nc(C)c2sc3ccccc3c2c1=O (stereo not given) | 0% | -4% | i | -7% | 1% | 0.2% | -2% | -9% | -16
CC(C)(C)SCCNC(=O)CN1C(=O)c2cccc3cccc1c23 | -15% | -7% | i | 6% | -8% | 0.0%[9.22 µM] | -19% | -3% | 35
CCOC(=O)C(NC(=O)OC(C)C)(Nc1nccs1)C(F)(F)F (stereo not given) | 1% | nt | i | 0% | 23% | -0.1% | 0% | 2% | 17
Cc1cccc(C(=O)NCCc2ccc(S(N)(=O)=O)cc2)c1[N+](=O)[O-] | 2% | -4% | i | -10% | 0% | -0.2% | -20% | -8% | 15
Cc1ccc(-n2nc(C)c3nc(CCC(=O)Nc4cccc(C)c4C)c(=O)n(C)c32)cc1 | nt | nt | i | 1% | -12% | -0.5% | 3% | -10% | nt
Cc1cccc(NC(=O)c2sc(-c3ccccc3)nc2-c2ccc([N+](=O)[O-])cc2)c1 | -2% | -7% | ? | -7% | 1% | 4.5% | 0% | nt | -25
O=C(C1CCCN(S(=O)(=O)c2cc(Cl)ccc2Cl)C1)N1CCCC1 (stereo not given) | 3% | ? | i | -4% | -11% | -0.3% | 8% | 4% | 0
Cc1ccccc1NC(=O)CSc1nnc(Cc2ccccc2)o1 | 0% | -11% | i | -5% | -8% | -0.2% | 7% | 10% | -6
CCc1ccc(NCc2cc3ccc(OC)cc3n(CC(=O)Nc3c(C)cc(C)cc3C)c2=O)cc1 | nt | 14% | i | 0% | 5% | -1.2% | -13% | 8% | nt
CN(C)/C=N/c1ncc(-c2ncc(C(F)(F)F)cc2Cl)cn1 | -48%[inhibitor] | 11% | i | 1% | -6% | -0.8% | -2% | -7% | -5
C/C(CCc1oc2ccc(Cl)cc2c1-c1ccc(C)o1)=N\O | ? | -4% | i | 6% | -18% | 2.7% | -68% | -20% | -8
COCCCNC(=O)c1ccc(Cn2c(=O)c3ccccc3n(Cc3ccccc3C)c2=O)cc1 | 119% | -51%&-2% | ? | -13%&-1% | -30%&-1% | 0.1%&-0.2% | -32%&-33% | -34%&-25% | 6
CCOC(=O)c1c(SCC(=O)Nc2nc3ccc(C)cc3s2)nc(=O)[nH]c1C | nt | nt | i | -3% | -1% | 3.6% | -17% | 12% | nt
COCc1ccc(CN2CCC(n3nccc3NC(=O)CCOc3ccccc3)CC2)o1 | 0% | -14% | i | 2% | 6% | 0.0% | -42% | 0% | 0
O=C(CCCN1C(=O)c2ccccc2C1=O)Nc1ccccc1 | -1% | -3% | i | 8% | 13% | 1.9% | 1% | -18% | 25
COc1ccc(-c2oc3ncnc(N)c3c2-c2ccccc2)cc1 | ? | ? | i | 2% | ? | -0.1% | -30% | -18% | 13
O=C(COC(=O)Cn1cnc2ccccc21)Nc1ccc2c(c1)OCCO2 | 0% | 16% | ? | 2% | 12% | 0.3% | 9% | -5% | 17
CN(CC(=O)Nc1ccc(F)cc1)C(=O)c1ccc2ccccc2n1 | 0% | 11% | i | -1% | -17% | 0.7% | -13% | -20% | 13
OCCN1CCN(c2ncnc3c2ncn3[C@H]2CN(Cc3cccs3)C[C@@H](CO)O2)CC1 | nt | nt | i | nt | 9% | 0.5% | 3% | 7% | 35
CCCC1CCC(=NNS(=O)(=O)c2ccc(C)c([N+](=O)[O-])c2)CC1 (stereo not given) | ? | 1% | i | 16% | -20% | -0.1% | -14% | -14% | 16
Cc1ccc2oc(-c3cc(NC(=O)c4ccco4)ccc3Cl)nc2c1 | nt | -17% | ? | -1% | ? | ? | -41% | -32% | nt
O=C(Cn1ccc([N+](=O)[O-])n1)N1CCCc2ccccc21 | -1% | 26% | i | 0% | -2% | 0.3% | 0% | 89%[activator] | 50

A different layout for some results above.
mol	MCF10A rereplic	Nrf2 block	S2 tox	A549 viability	TGFb inhibitor	Nrf2 ARE act	HepG2 viability	ATXN2 expr inh	IL1B secr inh
CCOC(=O)c1c(SCC(=O)Nc2nc3ccc(C)cc3s2)nc(=O)[nH]c1C	nt	nt	i	-3%	-1%	3.6%	-17%	12%	nt
COc1ccc(-c2oc3ncnc(N)c3c2-c2ccccc2)cc1	?	?	i	2%	?	-0.1%	-30%	-18%	13
COCc1ccc(CN2CCC(n3nccc3NC(=O)CCOc3ccccc3)CC2)o1	0%	-14%	i	2%	6%	0.0%	-42%	0%	0

Further records:
SMILES | MCF10A rereplic | Nrf2 block | S2 tox | A549 viability | TGFb inhibitor | Nrf2 ARE act | HepG2 viability | ATXN2 expr inh | IL1B secr inh
CCOC(=O)Cn1c(C)cc(COC)c(C#N)c1=O | -1% | 11% | i | 20% | -17% | -1.4% | -3% | nt | -4
CCn1c(CNC(=O)c2ccc(OC)c(OC)c2)nnc1SCC(=O)c1ccc(OC)cc1 | 1% | -5% | i | -5% | -16% | 1.3% | 28% | -1% | -5
COC(=O)c1cc(OC)c(OC)cc1NC(=O)CCNC(=O)c1ccco1 | -2% | -3% | i | -7% | -5% | -0.1% | -2% | 5% | 11
CN1C(=O)C(CC(=O)NCC2CCCCC2)SC1=Nc1ccccc1 (stereo not given) | 9% | ? | i | 7% | -1% | 1.1% | -12% | -37% | ?
